# Abeta rescue: A-beta toxicity reversal in yeast; 410,000 tested, 0.063% active; yeast expressing A-beta42, growth rescue, OD600, 48 h; response scale: 0% DMSO, 100% iron-clioquinol control; Potency, µM (doses to about 46.1 µM), without a hit: top-dose growth rescue, most hits filed as activators; further: potency means the concentration at half of the fitted maximal effect; nearly all actives have a fitted effect of over 55% in size
#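 Yeast A-beta toxicity model in growth medium with pinned compounds, 48 h at 30 C; growth read as absorbance at 600 nm. Normalized to FeCl3/clioquinol equimolar mix (positive) and DMSO (negative).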
# D3 antag: D3 dopamine receptor (human) antagonism; P35462; D3R cells, DiscoveRx beta-arrestin luminescence, antagonist mode; active compounds read low; max response, negative = inhibition, %; 360,000 tested, 2.5% active; AID 652054; in the data active means max response below about -50%; inconclusive means no clear call, values can overlap the other calls; further: on the % scale 0 is the no-effect control and ±100 the full control effect; mostly tested at two doses, the higher about 12 µM
# Target sequence (P35462 whole entry, looked up): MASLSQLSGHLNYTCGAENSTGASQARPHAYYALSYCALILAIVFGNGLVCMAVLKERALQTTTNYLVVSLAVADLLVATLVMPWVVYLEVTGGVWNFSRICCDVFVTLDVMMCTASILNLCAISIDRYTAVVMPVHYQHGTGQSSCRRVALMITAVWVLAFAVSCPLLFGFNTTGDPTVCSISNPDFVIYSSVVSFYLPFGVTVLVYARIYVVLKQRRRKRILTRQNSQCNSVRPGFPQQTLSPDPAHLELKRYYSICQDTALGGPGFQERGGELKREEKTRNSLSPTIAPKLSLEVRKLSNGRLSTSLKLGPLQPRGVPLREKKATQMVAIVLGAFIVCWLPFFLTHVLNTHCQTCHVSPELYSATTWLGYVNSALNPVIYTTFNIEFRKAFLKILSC
#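 Cells plated overnight at 1500 cells/well, then exposed to library compounds with dopamine controls for 90 minutes at 37 degrees C. DiscoveRx reagent added for 30–60 minutes at room temperature; luminescence read, quantitative HTS format.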
# TDP43 rescue: inhibitors of TDP-43 toxicity in yeast; TDP-43 expressing yeast growth rescue, BacTiter-Glo, 24 h; 410,000 tested, 1.8% active; Potency, µM (highest dose often 46.1 µM), inactives show at the highest dose growth rescue (activation), actives largely listed as activators; AID 652104; further: potency means the concentration at half of the fitted maximal effect; % of control where 0% means no effect; nearly all actives have a fitted effect of over 50% in size
#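 Readout is BacTiter-Glo luminescence of cell growth, so inhibitors register as activators. TDP-43-expressing yeast at OD600=0.02 in galactose medium, after raffinose pregrowth to mid-log, were incubated with compound for 24 hr at 30 deg C.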
# GLP1R inv ag: acts as inverse agonist at human GLP-1 receptor | HEK293 GLP-1R CRE-luciferase, luminescence, 24 h; GLP-1R form is constitutively active | 410,000 tested, 1.6% active | P43220 | Potency, µM (doses to about 38.3 µM), inactives show at the highest dose activity change, negative = inhibition, usual class: inhibitors; further: potency means the concentration at half of the fitted maximal effect; on the % scale 0 is the no-effect control and ±100 the full control effect; nearly all actives have a fitted effect of over 55% in size
# Target sequence (P43220 whole entry, looked up): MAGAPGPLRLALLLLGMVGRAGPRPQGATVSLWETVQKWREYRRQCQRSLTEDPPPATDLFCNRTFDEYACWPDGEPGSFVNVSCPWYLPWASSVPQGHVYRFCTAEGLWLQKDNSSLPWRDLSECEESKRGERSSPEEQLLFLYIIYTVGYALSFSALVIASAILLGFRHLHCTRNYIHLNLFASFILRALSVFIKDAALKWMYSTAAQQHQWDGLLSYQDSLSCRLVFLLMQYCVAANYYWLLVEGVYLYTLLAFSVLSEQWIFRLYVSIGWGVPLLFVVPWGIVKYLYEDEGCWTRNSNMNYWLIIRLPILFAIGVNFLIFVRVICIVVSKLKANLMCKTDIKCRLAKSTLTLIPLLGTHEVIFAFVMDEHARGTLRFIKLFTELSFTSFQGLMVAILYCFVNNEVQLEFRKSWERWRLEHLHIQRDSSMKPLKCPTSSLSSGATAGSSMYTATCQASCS
#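 Inverse agonists were sought by their lowering of basal cAMP reporter luciferase output in HEK293 cells stably carrying constitutively active human GLP-1R, after 24 h compound treatment.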
# FUS yeast rescue: rescues growth of FUS-expressing yeast | S. cerevisiae FUS-expressing, growth rescue, OD600, 24 h | Potency, µM (titrated, usually from 76.6 µM), for the others: at the top dose growth rescue (activation), most hits filed as activators | 390,000 tested, 0.24% active;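 further: potency means the concentration at half of the fitted maximal effect; plate controls were DMSO vehicle for no effect and reference control for full effect; nearly all actives have a fitted effect of over 55% in size; some results filed as inactive show a strong effect at the top dose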
#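 Compound concentration series was pinned onto galactose-induced FUS-expressing yeast seeded at OD 0.005. Plates sat 24hr at 30C; absorbance at 600 nm gave growth. DMSO served as background control.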
# Akt phos inh: blocks phosphorylation of Akt | Neuro2A IGF-stimulated pAkt S473 HTRF, 20 min; active compounds read low | 360,000 tested, 0.32% active | activity change, % for hits at 50 µM; in the data active means activity change below about -80%; inconclusive means mostly about -51% to -80%; further: on the % scale 0 is the no-effect control and ±100 the full control effect
#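 Neuro2A cells (4,500/well, DMEM with 0.5% FBS) were treated with compound at a single 50 µM final concentration, stimulated with 6 nM IGF for 20 min at 37 °C, and lysed. Phospho-Akt Ser473 was read by HTRF as 665/615 ratio ×10^4.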
# GLP-1R agonist: GLP-1 receptor (human) agonism | HEK293 GLP-1R CRE-luciferase, luminescence, 4-6 h; cells express a hypersensitive GLP-1R form | P43220 | Potency, µM (top dose mostly 45.6 µM), without a hit: at the top dose activation, hits mostly activators | AID 624172 | 380,000 tested, 0.007% active; further: potency means the concentration at half of the fitted maximal effect; % of control where 0% means no effect
# aSyn yeast inh: rescues yeast growth from alpha-synuclein toxicity | Yeast expressing alpha-synuclein, growth rescue, BacTiter-Glo, 24 h | Potency, µM (doses to about 46.1 µM), inactives show at the top dose growth rescue (activation), usual class: activators | 370,000 tested, 0.14% active | AID 652106; further: potency means the concentration at half of the fitted maximal effect; % of control where 0% means no effect; nearly all actives have a fitted effect of over 65% in size
#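 Screening used galactose-induced yeast with toxic alpha-synuclein levels, exposed to compound for 24 hr at 30 deg C. Cell growth, read with BacTiter-Glo luminescence, gave the measured signal.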
# PTHR1 agonist: activates the human parathyroid hormone receptor PTHR1. Q03431. AID 743266. Potency, µM (top dose mostly 115 µM), inactives show at the highest dose activation, hits mostly activators. HEK293 GP2 PTHR1 cells, GloSensor cAMP luminescence, 1 h. 410,000 tested, 0.075% active; further: potency means the concentration at half of the fitted maximal effect; nearly all actives have a fitted effect of over 55% in size; some results filed as inactive show a strong effect at the top dose; inactives centre near -15; many of its hits are not listed in these tables
#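 HEK-293-derived GP2 cells expressing PTHR1 and a GloSensor cAMP reporter, 3,000/well, plated overnight, given luciferin plus IBMX (each 0.5 mM as added) for 1 h at 37 °C, then compound for 1 h at 37 °C. Luminescence was read after 15 min at room temperature.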
# The depositor's hits bear a star; i = inactive; ? = inconclusive; / = no result given; & = joins results of further samples; [ ] = remark or other dose. Unless noted, the call rests on the fitted dose curve; in most records, active means well fitted curve in the direction sought with a large enough effect; inconclusive means small, poorly fitted or top-dose-only effect, or another doubt; inactive means no such curve, though single readings can be large; an effect the other way counts as inactive or inconclusive. These rows are one share of the data; rates above refer to the full screens.
mol	TDP43 rescue	FUS yeast rescue	D3 antag	aSyn yeast inh	PTHR1 agonist	GLP1R inv ag	Akt phos inh	GLP-1R agonist	Abeta rescue
CC1CCC(NC(=O)c2ccc(CS(=O)(=O)Cc3ccccc3F)o2)CC1 (stereo not given)	-8%	20%	0	0%	-14%[57.5 µM]	?	i	-1%	1%
O=C(CN1C(=O)COc2ccccc21)N1CCOCC1	-2%	-12%	-7	-22%	6%	14%	i	1%	-10%
O=C(NCCc1ccccc1)C1Cc2c(-c3ccccc3Oc3ccccc3)ccnc2O1 (stereo not given)	0%	40%	-23	14%	-16%	?	i	-5%	-8%
COC(=O)Cc1ccc(NC(=S)N2CCN(C(=O)C3CCCO3)CC2)cc1 (stereo not given)	22%	/	-13	9%	i	10%	i	-23%	0%
COc1ccc(C#Cc2c(-c3ccccc3)n(-c3ccccc3)c3ccc(CO)cc23)cc1	13%	?	3	14%	-3%	-11%	i	2%	-11%
Cn1c(NCc2ccccc2Cl)nc2ccccc21	-19%	-25%	-18	-9%	-40%[inhibitor]	-25%	i	-2%	-14%
CCCCCn1c(=NC(=O)c2cccnc2)c(C#N)cc2c(=O)n3cccc(C)c3nc21	-41%[inhibitor]	8%	20	7%	-17%	67%[activator]	i	5%	-11%
CN(CC1CCCO1)S(=O)(=O)c1ccc(C(=O)Nc2ccc(S(N)(=O)=O)cc2)cc1 (stereo not given)	-8%	3%	-3	0%	i	12%	i	-2%	-13%
COc1cc(OC)c(NC(=O)Cn2cccc2)cc1Cl	25%	22%	15	1%	-3%[57.5 µM]	0%	/	15%	1%
O=C(Cc1ccc(NC(=O)C2CCCN(C(=O)C3CCCCC3)C2)cc1)Nc1cccc(C(=O)N2CCCCC2)c1 (stereo not given)	?	25%	0	-1%	-19%	9%	i	2%	1%
CCOc1ccc(C(=O)C(CCC(CN(C)C)C(=O)c2ccc(OCC)cc2)CN(C)C)cc1 (stereo not given)	11%	12%	-85*	6%	?	1.6µM*	i	-6%	-2%
O=C(Nc1ccc(S(=O)(=O)N2CCCCC2c2cccnc2)cc1)c1ccc(F)cc1 (stereo not given)	-14%	23%	/	/	-93%[inhibitor]	?	/	/	-15%
O=C(NC(=O)c1ccccc1)Nc1ccc(-c2cc(C(F)(F)F)nn2-c2ccccc2)cc1	-10%	-9%	/	/	-23%	12%	/	/	-12%
CCN(CC)c1ccc(NC(=O)c2cccn2-c2nnc(N3CCCCC3)s2)c(C)c1	-6%	11%	/	/	-29%	?	/	/	-7%
O=C(Nc1ccc(S(=O)(=O)Nc2ccc(Cl)cc2)cc1)C1CCCO1 (stereo not given)	-6%	17%	10	9%	0%[57.5 µM]	0%	i	12%	26%
COc1ccc(Cc2nc3ccc(C(=O)NCc4ccccc4Cl)cc3o2)cc1	1%	-7%	/	/	-21%	?	/	/	-10%

# A second format for part of the listing above:
> O=C(Nc1ccc(S(=O)(=O)Nc2ccc(Cl)cc2)cc1)C1CCCO1 (stereo not given)
- TDP43 rescue: -6%
- FUS yeast rescue: 17%
- D3 antag: 10
- aSyn yeast inh: 9%
- PTHR1 agonist: 0%[57.5 µM]
- GLP1R inv ag: 0%
- Akt phos inh: i
- GLP-1R agonist: 12%
- Abeta rescue: 26%
> CCOc1ccc(C(=O)C(CCC(CN(C)C)C(=O)c2ccc(OCC)cc2)CN(C)C)cc1 (stereo not given)
- TDP43 rescue: 11%
- FUS yeast rescue: 12%
- D3 antag: -85*
- aSyn yeast inh: 6%
- PTHR1 agonist: ?
- GLP1R inv ag: 1.6µM*
- Akt phos inh: i
- GLP-1R agonist: -6%
- Abeta rescue: -2%

# Later entries:
mol	TDP43 rescue	FUS yeast rescue	D3 antag	aSyn yeast inh	PTHR1 agonist	GLP1R inv ag	Akt phos inh	GLP-1R agonist	Abeta rescue
O=S(=O)(c1ccc(Cl)cc1)N1CCN=C1SCc1cccnc1	19%	17%	9	9%	-25%	-19%	i	-7%	14%
COc1ccc(CNC(=O)CSc2nnc(C)c(=O)[nH]2)cc1	-6%	8%	9	0%	i	2%	i	0%	-2%
COc1cccc(C2/C(=C(/O)c3ccc4c(c3)CC(C)O4)C(=O)C(=O)N2CC2CCCO2)c1 (stereo not given)	-4%	6%	0	-3%	-4%	-15%	i	0%	-4%
Cc1cnc(NC(=O)C(C)N2CCN(C)CC2)s1 (stereo not given)	-2%	-38%	-6	-5%	5%	55%[activator]	i	?	11%
FC(F)(F)c1cccc(-c2ccc(-c3csnn3)o2)c1	22%	2%	8	-21%	-13%	8%	i	4%	-1%
CCOC(=O)NC(Nc1ccc(OC)cc1)(C(F)(F)F)C(F)(F)F	-6%	/	17	-2%	6%	0%	i	4%	-6%
CN(C(=O)c1cccc(NC(=O)Cc2ccc(NC(=O)C3CCN(C(=O)CCc4ccccc4)CC3)cc2)c1)C1CCCCC1	-3%	?	0	1%	-37%[inhibitor]	-22%	i	8%	-6%
COc1ccccc1C1NC(=O)NC(C)=C1C(C)=O (stereo not given)	-22%	/	-14	-1%	-17%	3%	i	13%	0%
CC1=NN(c2ccccc2)C(c2ccco2)C1 (stereo not given)	0%	-1%	-19	0%	-11%	-17%	i	14%	-9%
CCN1CCCC1CNC(=O)c1cc(N)ccc1OC (stereo not given)	5%	10%	-52*	-9%	i	-20%	i	5%	-4%
CSc1ccc(NC(=O)NN(c2ccccc2)C2CCS(=O)(=O)C2)cc1 (stereo not given)	19%	4%	-20	-11%	i	15%	i	1%	0%
O=C(c1ccc(COc2c(F)c(F)cc(F)c2F)o1)N1CCN(c2ccccc2)CC1	22µM*	-9%	26	3%	i	-4%	i	14%	25%
COc1ccccc1C(=O)OCCNC(=O)Cn1cnc2c1c(=O)n(C)c(=O)n2C	-6%	29%	15	-3%	i	2%	i	1%	-9%
O=C(O)COc1ccc(/C=N/NC(=O)Cc2ccc(Cl)cc2)cc1	-8%	11%	2	-4%	-27%	-11%	i	10%	6%
O=C(c1ccc(Cl)c(S(=O)(=O)N2CCCCC2)c1)N1CCCC(C(F)(F)F)C1 (stereo not given)	28%	21%	-7	9%[1.84 µM]	-36%[inhibitor]	?	i	2%	-1%
COc1cccc2cc(C(C)N(CCCN3CCOCC3)C(=S)Nc3ccccc3C)oc12 (stereo not given)	-20%	9%	-22	2%	i	-27%	i	20%	15%
CCN(CC)Cc1cc2[nH]c3c4ccc(Cl)cc4ncc3c2cc1OC	22%	-26%	10	-1%&9%	-16%	18%	i	-2%	7%
COc1ccccc1OCC(=O)N1CCC2(CC1)CC(=O)c1ccccc1O2	25%	14%	-8	12%	-7%	-7%	i	0%	30%
C=CCN1C(=O)/C(=C/c2ccc(-c3ccc(F)cc3)o2)SC1=S	-7%	-18%	0	1%	-10%	10%	i	-3%	-24%
CCC(C)c1ccc(-n2c(=O)c3ccccc3n3c(=S)[nH]nc23)cc1 (stereo not given)	1%	12%	?	-5%	i	9%	i	17%	-2%
COc1ccc(S(=O)(=O)NCC2CCCN(Cc3cccnc3)C2)cc1 (stereo not given)	-21%	-17%	-22	-3%	-13%	-15%	i	3%	3%
Cc1c(Cl)cccc1NC(=S)Nc1ccc2[nH]c(=O)[nH]c2c1	-15%	34%	-6	0%	?	1%	i	1%	9%
O=C(NCc1csc(-c2cccs2)n1)c1ccsc1	18%	15%	-26	0%	-11%	-7%	i	27%	-9%
Cn1c(=O)c2c(nc(N3CCCCCC3)n2CC(O)COc2ccccc2)n(C)c1=O (stereo not given)	8%	-3%	11	17%	i	39%[activator]	i	0%	-21%
Cc1cccc(/C=N/NC(=O)c2ccc(NC(=O)c3ccc(F)cc3)cc2)n1	9%	-2%	-3	-4%	-20%	-22%	i	12%	-17%
CCc1ncc(CN2CCCC(C(=O)Nc3ccc(-c4cscn4)cc3)C2)cn1 (stereo not given)	10%	8%	-1	-10%	-7%	6%	i	12%	29%
S=C(Nc1ccc(Cl)cc1)N1CCCCC1	?	/	10	-12%	-18%	-5%	i	0%	5%
COc1ccc(Nc2nc(Cl)nc(Nc3ccc(OC)cc3)n2)cc1	-6%	14%	0	5%	-7%	1%	i	14%	22%
O=C(O)c1ccc(COc2ccccc2[N+](=O)[O-])o1	-5%	-17%	-15	-4%	i	12%	i	-5%	3%
C=CCNC(=O)[C@@H]1CSC2c3ccc(OC)c(OC)c3C(=O)N21 (stereo not given in full)	0%	15%	9	3%	i	12%	i	-2%	0%

# Among those listed so far, two contain a COOH group.
mol	TDP43 rescue	FUS yeast rescue	D3 antag	aSyn yeast inh	PTHR1 agonist	GLP1R inv ag	Akt phos inh	GLP-1R agonist	Abeta rescue
O=C(O)COc1ccc(/C=N/NC(=O)Cc2ccc(Cl)cc2)cc1	-8%	11%	2	-4%	-27%	-11%	i	10%	6%
O=C(O)c1ccc(COc2ccccc2[N+](=O)[O-])o1	-5%	-17%	-15	-4%	i	12%	i	-5%	3%

# Compound profiles, from the list above. Screens in order: TDP43 rescue	FUS yeast rescue	D3 antag	aSyn yeast inh	PTHR1 agonist	GLP1R inv ag	Akt phos inh	GLP-1R agonist	Abeta rescue
# Entry for S=C(Nc1ccc(Cl)cc1)N1CCCCC1 = ?	/	10	-12%	-18%	-5%	i	0%	5%
# Entry for C=CCNC(=O)[C@@H]1CSC2c3ccc(OC)c(OC)c3C(=O)N21 (stereo not given in full) = 0%	15%	9	3%	i	12%	i	-2%	0%

# Source: PubChem
